Screens as filed in PubChem BioAssay.
PRMT1 FP inh = blocks human protein arginine methyltransferase 1. 1.3% of 370,000 active. inhibition, % at 2.79 µM. Q99873. recombinant PRMT1, activity-based probe fluorescence polarization;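 active = inhibition above about 21% made by adding two undisclosed values, limit read from the data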
LEDGF integ inh = blocks HIV-1 LEDGF/p75-dependent DNA integration; 0.64% of 370,000 active; TR-FRET IN-LEDGF/p75 DNA integration, Eu/Cy5; inhibition, % at 3.7 µM; AID 743269;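 active = inhibition above the screen-wide mean plus 3 SD, cut at about 13% in these data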;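 note: signal is the Cy5 over europium emission ratio at 671 and 618 nm; 0% = plate median of compound wells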
Rev-erbA mod = modulators of human Rev-erb alpha DNA binding | Rev-erbα–FITC-DNA binding, fluorescence polarization, 90 min | 0.79% of 370,000 active | AID 1259318 | activity, % at 10 µM | P20393;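 active = activity above about 14%, limit read from the data; passing the limit was not always enough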;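 note: 0% = DMSO wells with 35 nM protein and 100% = DMSO wells with 750 nM protein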
HTRA1 inhibitor = HTRA1 (human) protease inhibition. 0.5% of 340,000 active. AID 504803. recombinant HTRA1, FP-rhodamine activity-based probe, fluorescence polarization. Q92743. inhibition, % at 5.96 µM; in the data active = inhibition above about 36%;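 note: 0% = enzyme with DMSO and 100% = wells lacking enzyme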
Target sequence (Q92743 whole entry, looked up): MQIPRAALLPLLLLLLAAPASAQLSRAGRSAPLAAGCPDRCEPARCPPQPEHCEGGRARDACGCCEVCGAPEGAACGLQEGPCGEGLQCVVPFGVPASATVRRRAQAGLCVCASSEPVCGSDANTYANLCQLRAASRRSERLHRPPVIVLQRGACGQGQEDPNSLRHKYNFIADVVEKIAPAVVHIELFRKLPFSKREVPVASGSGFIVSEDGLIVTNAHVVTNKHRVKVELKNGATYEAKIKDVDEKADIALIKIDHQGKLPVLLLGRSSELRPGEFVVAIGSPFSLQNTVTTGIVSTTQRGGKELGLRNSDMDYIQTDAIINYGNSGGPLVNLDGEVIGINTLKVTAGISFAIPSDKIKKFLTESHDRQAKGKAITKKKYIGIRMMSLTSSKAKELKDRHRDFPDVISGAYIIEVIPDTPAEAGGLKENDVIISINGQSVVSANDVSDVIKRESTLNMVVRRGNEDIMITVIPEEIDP
ABHD4 inh = ABHD4 (mouse) inhibition, primary FP screen. 0.54% of 370,000 active. purified mABHD4, FP-Rh probe fluorescence polarization. Q8VD66. inhibition, % at 8.92 µM;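 active = inhibition exceeding the mean over every tested compound plus 3 SD, cut at about 30% in these data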;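 note: 0% = plate median of compound wells and 100% = S159A mutant with DMSO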
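Doses – 8.92 µM, single dose · Material – wild-type mouse ABHD4 protein · Replication – single well per compound (singlicate) · Measure – percent inhibition of probe binding, normalized to plate controls · Schedule – 45 min compound pre-incubation plus 60 min probe step, 25 °C · Detection – fluorescence polarization with parallel and perpendicular emission, 525/598 nm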
TCR CD3 inh = human TCR-CD3 binding inhibition. TAMRA-labeled TCR probe fluorescence, biochemical. inhibition, % at 9.4 µM. 0.37% of 360,000 active; in the data active = inhibition above about 19%;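 note: recombinant mutant TCR 2C K166C tagged with TAMRA read by polarization; 0% = receptor in buffer alone and 100% = receptor with positive control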
rCAG RNA binder = molecules binding r(CAG) RNA repeats; r(CAG) RNA repeat, TO-PRO-1 dye displacement fluorescence; inhibition, % at 3 µM; 1.3% of 370,000 active;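 active = inhibition above the plate cutoff, the mean of all test compounds on that plate plus 3 SD, cut at about 35% in these data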;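 note: 0% = DMSO alone and 100% = 100 µM mitoxantrone as full dye displacement; higher means more dye released from RNA so lower well fluorescence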
MBD2 inh = inhibitors of human MBD2 binding to methylated oligonucleotide. TR-FRET. Q9UBB5. inhibition, % at 4.4 µM. 0.31% of 370,000 active; in the data active = inhibition above about 13%
Target sequence (Q9UBB5 whole entry, looked up): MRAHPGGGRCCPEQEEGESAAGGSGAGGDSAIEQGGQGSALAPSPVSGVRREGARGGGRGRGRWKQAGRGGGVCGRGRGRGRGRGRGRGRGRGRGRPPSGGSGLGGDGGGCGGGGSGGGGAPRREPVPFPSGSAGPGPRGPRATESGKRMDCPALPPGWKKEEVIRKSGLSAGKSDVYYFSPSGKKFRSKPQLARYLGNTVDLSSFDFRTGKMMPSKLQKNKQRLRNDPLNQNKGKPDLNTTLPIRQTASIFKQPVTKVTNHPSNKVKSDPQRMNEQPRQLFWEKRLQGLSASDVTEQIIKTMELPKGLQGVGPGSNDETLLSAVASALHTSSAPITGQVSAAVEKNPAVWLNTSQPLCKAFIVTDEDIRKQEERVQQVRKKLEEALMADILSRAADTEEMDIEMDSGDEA
PG9 binder = small molecules binding HIV-1 gp120 antibody PG9; 0.43% of 360,000 active; AID 624416; TR-FRET gp120-PG9 antibody binding; inhibition, % at 6.7 µM; in the data active = inhibition above about 8.5%
UHRF1 binding = UHRF1 methyl-DNA binding inhibition; UHRF1 binding to methylated oligo, TR-FRET; inhibition, % at 4.4 µM; 0.75% of 370,000 active; AID 687016; in the data active = inhibition above about 21%;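 note: UHRF1 SRA domain binding a hemimethylated CpG hairpin DNA probe; 0% = median of test compound wells and 100% = reference inhibitor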
* = called active by the depositor; / = not tested or not shown.

| canonical_smiles | PRMT1 FP inh | LEDGF integ inh | Rev-erbA mod | HTRA1 inhibitor | ABHD4 inh | TCR CD3 inh | rCAG RNA binder | MBD2 inh | PG9 binder | UHRF1 binding |
| --- | --- | --- | --- | --- | --- | --- | --- | --- | --- | --- |
| O=C(NCCc1cn2ccccc2n1)c1ccc(Br)o1 | -9 | 2 | -5 | -5 | 4 | 6 | 4 | -4 | 0.5 | 0 |
| Cc1ccc2nc(-c3ccncc3)cc(C(=O)Nc3ccncc3)c2c1 | -3 | -1 | 6 | -6 | 3 | -4 | -1 | -1 | -2.6 | 0 |
| Cc1ccc(OCC(=O)NCCNC(=O)c2ccc(C)nc2)cc1 | -2 | 4 | -2 | -6 | -10 | -2 | 4 | 4 | -0.1 | -1 |
| CCc1sc(C(C2C(=O)CC(C)(C)CC2=O)C2C(=O)CC(C)(C)CC2=O)cc1[N+](=O)[O-] | 48* | 5 | -2 | -4 | 9 | 5 | 37* | 3 | 0.0 | -2 |
| Cc1cc(C)n(-c2ccc(C(=O)Nc3sccc3C(N)=O)cc2)n1 | 3 | 2 | 1 | -26 | -7 | 5 | 6 | 5 | 0.5 | -4 |
| O=C(NC(=S)N1CCN(C(c2ccccc2)c2ccccc2)CC1)c1ccc(S(=O)(=O)N2CCOCC2)cc1 | -1 | 2 | -3 | 2 | 4 | 1 | 3 | -3 | -0.9 | -2 |
| Cc1cc(N2CCN(C)CC2)nc2ccc(NC(=O)CCC3CCCC3)cc12 | -3 | 2 | 5 | 3 | 8 | -2 | -6 | 0 | 0.9 | 0 |
| CCn1cnc2sc(C(=O)N3CCN(c4ccc(OC)cc4)CC3)c(C)c2c1=O | 0 | -4 | -9 | 4 | 0 | 6 | -4 | 0 | -1.9 | -1 |
| CNC(=S)NCCC(c1ccccc1)c1ccccc1 | -1 | -1 | 1 | 0 | -3 | 0 | -3 | 7 | -0.3 | -1 |
| O=C(Nc1ccc(S(=O)(=O)Nc2ncccn2)cc1)c1ccco1 | -2 | 0 | 1 | -1 | 8 | 3 | -1 | -5 | -0.1 | -2 |
| CC1=C(C(=O)N2CCOCC2)CC(CC(=O)NCCc2ccccn2)C(=O)N1Cc1ccc(C(C)(C)C)cc1 (stereo not given) | -2 | 3 | -1 | 6 | -5 | 2 | 2 | -3 | 0.0 | 0 |
| CCC(C)[C@H](NC(=O)NCc1ccccc1Cl)C(=O)O (stereo not given in full) | 0 | 1 | -2 | 4 | 1 | -3 | 0 | 4 | -0.3 | 2 |
| COc1cc(OC)cc(-n2nnnc2SCC(=O)N2CCCc3ccccc32)c1 | 1 | 0 | 0 | 5 | 11 | -6 | -4 | 0 | -0.7 | -3 |
| COc1ccc(N(Cc2cc3ccccc3[nH]c2=O)C(=O)C2CCCO2)cc1 (stereo not given) | 2 | 0 | 0 | 4 | 0 | 0 | -6 | -2 | -0.4 | 1 |
| O=S(=O)(CCc1nc2ccccc2o1)c1ccc(Cl)cc1 | 5 | 1 | -2 | -5 | -16 | 1 | 4 | 9 | 3.5 | 3 |
| O=C(Nc1ccccc1Cl)C1Cc2ccccc2O/C1=N\O (stereo not given) | 1 | -1 | 2 | -3 | 2 | 0 | 4 | 7 | 0.3 | 2 |
| COCCn1c(=O)[nH]c2cc(C(=O)N3CCN(c4cccc(C)c4C)CC3)ccc2c1=O | 0 | -1 | 1 | 12 | -4 | 10 | 0 | -4 | -0.1 | 2 |
| CCOC(=O)N1CCN(C(=O)C2CC(=O)N(Cc3ccc(OC)cc3)C2)CC1 (stereo not given) | 3 | -3 | 3 | -1 | -4 | -5 | -2 | -2 | 0.0 | -1 |
| c1ccc2c(c1)c1ccccc1n2CN1CCOCC1 | 5 | 2 | 5 | -2 | -1 | -4 | 3 | 6 | 2.5 | 2 |
| CC(C)(OC1OC(CO)C(O)C(O)C1O)[C@H]1Oc2ccc3ccc(=O)oc3c2[C@H]1O (stereo not given in full) | 0 | -3 | 3 | 6 | -4 | 0 | 0 | 0 | 0.1 | -3 |
| COc1cccc(NC(=O)CC(c2ccc(OC(C)C)cc2)c2ccccc2OC)c1 (stereo not given) | -1 | 0 | -3 | -4 | 5 | 0 | -3 | 6 | 0.3 | 5 |
| Cc1ccc2cccc(OCc3cccc([N+](=O)[O-])c3)c2n1 | -5 | 3 | -2 | -8 | -7 | -1 | -4 | 1 | -1.6 | 3 |
| C=CCN(c1ccccc1OC)S(=O)(=O)c1ccc(Cl)c(C(=O)Nc2ccc(N3CCOCC3)cc2)c1 | -3 | -6 | -4 | -4 | -2 | -1 | 3 | 3 | -0.8 | -2 |
| CCN(CC)S(=O)(=O)c1ccc(NC(=O)COC(=O)CNS(=O)(=O)/C=C/c2ccccc2)cc1 | 1 | -3 | -4 | -6 | -5 | 7 | 14 | 3 | -2.2 | -2 |
| CC(=O)OCCNc1cc(N2CCN(C)CC2)c2noc3c2c1C(=O)c1ccccc1-3 | 3 | -6 | -9 | 25 | 32* | 24* | 7 | 20* | -60 | 36* |
| COc1ccc(C(=O)NCCCCc2ccccc2)cc1 | -3 | 6 | 2 | / | 3 | 3 | -3 | -1 | -2.3 | 0 |
| COC(=O)c1sccc1S(=O)(=O)Nc1ccc(C(O)(C(F)(F)F)C(F)(F)F)cc1 | 0 | 2 | 12 | / | -19 | 4 | 7 | 1 | 0.6 | 15 |
| Clc1ccc(NC2(c3nnnn3C3CCCCC3)CCCCC2)cc1 | 2 | -2 | -3 | 4 | -2 | -3 | -2 | 1 | -1.3 | 4 |
| CC(C)N1C(=O)N(c2ccccc2)C(C)(O)CC1(C)C (stereo not given) | -4 | 1 | 4 | 3 | 5 | 4 | 0 | 1 | 1.1 | 14 |
| Cc1ccc(-c2noc(CCC(=O)NC3CCN(Cc4ccccc4)CC3)n2)cc1 | 1 | 1 | 0 | 0 | 0 | -1 | -9 | 1 | -2.9 | -1 |
| Nc1ccn([C@@H]2O[C@H](CNCc3ccc(OCC(=O)Nc4nccs4)cc3)[C@@H](O)[C@H]2O)c(=O)n1 | -4 | 2 | -5 | 2 | -7 | 3 | 3 | 1 | -2.0 | 0 |
| C=CCN(C)CC#Cc1ccccc1 | -2 | 6 | 5 | / | -4 | / | 0 | 5 | / | 2 |
| O=C(O)CC12CC3CC(C1)CC(n1ncc(NCc4ccccc4)c(Cl)c1=O)(C3)C2 | 4 | -1 | 5 | -2 | 2 | 6 | 0 | 1 | -0.8 | 1 |
| COc1ccccc1OCC(=O)NCC1CCCN(C(=O)c2cccc(C)c2)C1 (stereo not given) | 0 | 3 | 3 | 8 | -5 | 0 | 0 | -1 | -0.2 | 0 |
| O=C(O)c1ccc(-n2nnnc2SCc2ccccc2F)cc1 | 2 | 0 | -3 | -3 | -4 | 3 | 3 | -3 | 4.7 | 1 |
| O=C(NCc1ccco1)c1ccc(CN2CCOCC2)cc1 | 2 | -1 | 6 | 14 | 2 | 4 | -1 | 2 | -1.1 | 5 |
| CC1=CC(C)(C)NC(=S)N1c1ccc(C)c(C)c1 | -5 | 2 | -5 | 2 | -3 | 0 | -4 | -2 | 0.4 | 10 |
| Cc1c(CC(=O)N2CCN(C(=O)C3COc4ccccc4O3)CC2)c(=O)oc2cc(O)c(Cl)cc12 (stereo not given) | -1 | -1 | -4 | 8 | 3 | 5 | 31 | -2 | 0.2 | 16 |
| O=C(NCC(c1ccco1)N1CCCC1)c1cc(S(=O)(=O)N2CCCCC2)ccc1Cl (stereo not given) | 3 | -3 | 5 | 3 | -2 | -4 | 4 | 4 | 1.3 | 2 |
| O=C(CCc1nc(-c2ccccc2F)no1)NC1CCCCCC1 | -1 | 5 | -1 | 5 | -2 | 7 | -1 | -7 | -1.7 | -2 |
| CC(=O)Nc1ccc(NC(=O)CSc2nnc3c4ccccc4n(C)c3n2)cc1 | 0 | -4 | 0 | -12 | 7 | 3 | 0 | 5 | -2.6 | -1 |
| O=C(O)c1cccc(Nc2nc3ccccc3nc2NS(=O)(=O)c2ccc(F)cc2)c1 | 0 | 3 | 6 | 0 | 1 | -8 | 33 | -6 | 0.2 | 10 |
| Cc1ccc2c(c1)Cc1nc3ccccc3nc1-2 | -1 | -5 | 10 | -4 | 1 | -1 | 4 | -5 | 0.5 | -8 |
| COc1ccc(C(=O)n2cc(C(=O)c3cc(C)ccc3O)cn2)cc1OC | 2 | 1 | -2 | -7 | 5 | 5 | -2 | 6 | -2.1 | -2 |
| O=C(CC1C(=O)NCCN1Cc1ccc(F)cc1)NCCOc1cccnc1 (stereo not given) | 4 | 0 | 6 | 9 | 6 | 0 | 0 | -1 | -2.0 | -1 |
| CCC(=O)[C@@H](C)[C@@H](OC(C)=O)[C@H](C)C[C@@H](C)[C@H]1OC(=O)C[C@@]2(O)CC=C(C)C(O2)C(C)=CCCC[C@H](O[C@H]2C[C@@H](OC(N)=O)[C@H](OC(C)=O)[C@@H](C)O2)C=C[C@H](C)C[C@H]1C | 0 | -2 | -1 | / | 2 | 8 | 10 | -9 | -0.3 | 0 |
| Cc1cc2nnc(SCC(=O)NCC(c3ccccc3)N(C)C)n2c2ccccc12 (stereo not given) | -3 | -1 | 0 | 4 | -2 | -1 | -6 | -4 | -1.7 | -5 |
| Cc1ccc(NC(=O)c2ccc(CSc3nccc(C)n3)cc2)cc1 | 1 | -2 | 6 | -25 | -7 | 3 | 0 | 3 | -1.1 | 1 |
| Cc1cc(C(=O)NC(=S)Nc2cccc(C(=O)O)c2C)ccc1[N+](=O)[O-] | -9 | 5 | -1 | 9 | -11 | 2 | 2 | 0 | -2.1 | 4 |
| COc1cc2c(cc1OC)C(C)N(C(=O)C(NC(=O)c1ccccc1)C(C)C)CC2 (stereo not given) | -1 | -4 | 4 | 2 | -2 | 8 | -8 | 2 | -1.9 | 1 |

The results go on:
| canonical_smiles | PRMT1 FP inh | LEDGF integ inh | Rev-erbA mod | HTRA1 inhibitor | ABHD4 inh | TCR CD3 inh | rCAG RNA binder | MBD2 inh | PG9 binder | UHRF1 binding |
| --- | --- | --- | --- | --- | --- | --- | --- | --- | --- | --- |
| Cc1ccccc1CC1(CO)CCCN(C(=O)c2cc(-c3ccccc3)no2)C1 (stereo not given) | 1 | -4 | 6 | -30 | -7 | -1 | -1 | 1 | -1.9 | 2 |
| Cc1ccc2nc(-c3ccccn3)cc(C(=O)Nc3ccc(S(=O)(=O)N4CCOCC4)cc3)c2c1 | 0 | -2 | 0 | -3 | 0 | -4 | 1 | -4 | -1.2 | 0 |
| CCc1nc(SCC(=O)NC2CCCC2)c2c(=O)n(C)c(=O)n(C)c2n1 | -3 | 5 | -1 | -4 | 0 | 7 | 0 | 2 | -0.6 | 0 |
| CC1=NN(C(N)=S)C(=O)C1N=Nc1ccc(Cl)cc1Cl (stereo not given) | -3 | -2 | -4 | 0 | 24 | 1 | 9 | -9 | -1.6 | -16 |
| CC(C)Oc1ccc(C(=O)CCN2CCCCC2)cc1 | 11 | 1 | 3 | 1 | 4 | -3 | -3 | 4 | -0.8 | 1 |
| COc1cccc(NC(=O)CN2CCCCCC2)c1 | 0 | 0 | -4 | -3 | -1 | -2 | -5 | 5 | 0.5 | 1 |

Part of the list above, with each value named.
> Cc1ccccc1CC1(CO)CCCN(C(=O)c2cc(-c3ccccc3)no2)C1 (stereo not given)
  PRMT1 FP inh: 1 | LEDGF integ inh: -4 | Rev-erbA mod: 6 | HTRA1 inhibitor: -30 | ABHD4 inh: -7 | TCR CD3 inh: -1 | rCAG RNA binder: -1 | MBD2 inh: 1 | PG9 binder: -1.9 | UHRF1 binding: 2
> CC(C)Oc1ccc(C(=O)CCN2CCCCC2)cc1
  PRMT1 FP inh: 11 | LEDGF integ inh: 1 | Rev-erbA mod: 3 | HTRA1 inhibitor: 1 | ABHD4 inh: 4 | TCR CD3 inh: -3 | rCAG RNA binder: -3 | MBD2 inh: 4 | PG9 binder: -0.8 | UHRF1 binding: 1

An excerpt; rates above refer to the full screens.
